# CXXC DNA block: inhibitors of human MLL CXXC domain-DNA interaction; AID 2662; 0.037% of 290,000 active; Potency, µM (doses to about 115 µM), for the others: at the top dose activity change, negative = inhibition, hits mostly inhibitors; MLL-CXXC / FITC-HOXA9 DNA fluorescence polarization; active = well fitted inhibition curve with a large enough effect in the polarisation, with a control signal flat, not every such curve was filed as active; inconclusive = small, poorly fitted or top-dose-only effect, or effect the other way, or a change in a side signal; inactive = no such curve, though single readings can be large or run the other way; the % refers to the polarisation; note: potency is the fitted concentration of half-maximal effect
#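 Steps: dispense CXXC domain solution (7 uM) → pin compounds or unlabeled HOX-A9 DNA control → 5 min ambient → add FLSN-HOX-A9 solution (50 nM) → spin → 30 min ambient → fluorescence polarization. Tris pH 7.5/NaCl/DTT/BSA buffer.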
# USP2a inh: inhibitors of human ubiquitin-specific protease USP2a; Potency, µM (doses to about 38.3 µM), inactives show top-dose activity change, negative = inhibition, usual class: inhibitors; AID 463254; O75604; 0.01% of 330,000 active; USP2 core, Ub-CHOP2 coupled fluorogenic reporter, 485/531;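 note: potency is the fitted concentration of half-maximal effect; plate controls were DMSO wells for no effect and full inhibition by NEM control for full effect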
#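 USP2 core (10nM final) preincubated 30min RT with compound in 20mM Tris-HCl pH 8.0, 2mM CaCl2, 2mM beta-mercaptoethanol, 0.05% CHAPS; 25nM Ub-CHOP2 plus 25nM reporter substrate added, fluorescence (Ex485/Em531) read after 60min.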
# Menin-MLL TR inh: inhibitors of human menin-MLL interaction, mutant MLL peptide; O00255; Menin + Texas Red MLL mutant peptide, fluorescence polarization; Potency, µM (top dose mostly 61.6 µM), for the others: top-dose FP activity change, negative = inhibition, actives largely listed as inhibitors; 0.23% of 270,000 active; AID 1768; active = well fitted inhibition curve with a large enough effect in the polarisation, with a control signal flat, not every such curve was filed as active; inconclusive = small, poorly fitted or top-dose-only effect, or effect the other way, or a change in a side signal; inactive = no such curve, though single readings can be large or run the other way; the % refers to the polarisation; note: potency is the fitted concentration of half-maximal effect; % of control where 0% means no effect; many of its hits are not listed in these tables
# KCNH2 WT inh: blocks the wildtype human KCNH2 potassium channel; Q12809; U2OS, BacMam KCNH2, thallium flux FluxOr; active compounds read low; activity change, % at 1.84 µM; 0.37% of 340,000 active; AID 720551;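 active = maximum activity change below -70%; inconclusive = maximum activity change between -70% and -50%; inactive = maximum activity change above -50%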; note: % is set by controls: 0 for no effect and ±100 for the full control effect
# Target sequence (Q12809 whole entry, looked up): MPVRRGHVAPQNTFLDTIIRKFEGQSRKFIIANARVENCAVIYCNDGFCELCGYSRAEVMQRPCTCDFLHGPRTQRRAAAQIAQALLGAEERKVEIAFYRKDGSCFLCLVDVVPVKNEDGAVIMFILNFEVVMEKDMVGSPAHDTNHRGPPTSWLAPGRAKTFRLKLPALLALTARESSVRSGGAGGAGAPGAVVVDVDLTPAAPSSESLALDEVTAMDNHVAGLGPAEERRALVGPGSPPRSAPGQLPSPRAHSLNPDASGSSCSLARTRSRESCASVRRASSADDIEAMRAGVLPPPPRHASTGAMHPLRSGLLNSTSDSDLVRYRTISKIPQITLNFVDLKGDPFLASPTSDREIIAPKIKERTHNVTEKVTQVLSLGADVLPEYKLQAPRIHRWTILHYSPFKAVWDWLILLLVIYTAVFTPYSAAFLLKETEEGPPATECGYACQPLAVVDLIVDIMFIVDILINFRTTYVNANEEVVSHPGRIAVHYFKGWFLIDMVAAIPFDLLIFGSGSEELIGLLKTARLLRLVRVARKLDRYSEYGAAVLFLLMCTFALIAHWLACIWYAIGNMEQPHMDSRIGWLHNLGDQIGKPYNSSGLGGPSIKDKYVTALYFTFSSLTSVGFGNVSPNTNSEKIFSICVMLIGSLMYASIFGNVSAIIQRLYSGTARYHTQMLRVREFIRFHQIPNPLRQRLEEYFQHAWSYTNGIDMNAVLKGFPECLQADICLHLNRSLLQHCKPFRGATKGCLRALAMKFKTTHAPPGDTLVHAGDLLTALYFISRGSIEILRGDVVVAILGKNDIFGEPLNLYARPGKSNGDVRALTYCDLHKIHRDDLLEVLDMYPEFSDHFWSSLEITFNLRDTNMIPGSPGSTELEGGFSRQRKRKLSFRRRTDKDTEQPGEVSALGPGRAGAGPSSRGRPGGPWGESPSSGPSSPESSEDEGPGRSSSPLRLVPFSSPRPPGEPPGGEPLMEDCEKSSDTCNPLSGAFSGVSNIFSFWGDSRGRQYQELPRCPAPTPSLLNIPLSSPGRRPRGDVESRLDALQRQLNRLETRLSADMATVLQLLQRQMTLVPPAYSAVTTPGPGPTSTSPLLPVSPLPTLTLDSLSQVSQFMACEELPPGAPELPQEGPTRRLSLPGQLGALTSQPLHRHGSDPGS
#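 U2OS cells transduced with wild-type KCNH2 virus are loaded with FluxOr dye for 45 min, and thallium flux is measured in kinetic reads before and after stimulation buffer. Rate constants are normalized to DMSO controls.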
# GALK inh: blocks human galactokinase activity | P51570 | Potency, µM (top dose mostly 57.5 µM), for inactives: top-dose activity change, negative = inhibition, hits mostly inhibitors | 0.007% of 270,000 active | AID 1868 | Purified GALK, Kinase-Glo residual ATP luminescence; note: potency is the fitted concentration of half-maximal effect; % is set by controls: 0 for no effect and ±100 for the full control effect
#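 GALK at 5 nM final was combined with compound, 35 uM ATP and 100 uM galactose in HEPES pH8.0 with MgCl2 and DTT. The reaction ran one hour at room temperature before luminescent ATP detection.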
# FBPA coupling cs: counter-screen for Giardia aldolase inhibitors: coupling enzyme system; coupling enzyme system counterscreen, AmpLite Red fluorescence; activity change, negative = inhibition, % at 58.2 µM, hits read low; 0.67% of 290,000 active; AID 2472; in the data active = activity change below about -30%; note: % is set by controls: 0 for no effect and ±100 for the full control effect
#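 Compounds tested against the coupling enzymes alone at 57.5 uM final; readout was AmpLite Red fluorescence (525/598 nm) after 20 min at RT.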
# TRPV1 agonist: agonists of human vanilloid receptor 1 (TRPV1); Q8NER1; TRPV1-expressing cells, Fluo-8 calcium influx, agonist mode; activation, % at 8.33 µM; 0.19% of 320,000 active; in the data active = activation above about 80%; inconclusive = between about 30% and that limit; note: 0% is about no effect
#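 TRPV1-expressing cells were cultured overnight at 35.5C and loaded with Fluo-8 calcium dye for 40 to 90 min at room temperature. After a 10 s baseline, compound was added and calcium influx was read kinetically for 3 min (ex 480/em 520 nm).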
# Giardia killer: kills Giardia lamblia; Giardia lamblia trophozoite viability; activity change, % at 7.66 µM, hits read low; 0.15% of 340,000 active; in the data active = activity change below about -80%; inconclusive = between about -30% and that limit;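 note: parasites exposed to compound for two days anaerobically before the ATP read; % is set by controls: 0 for no effect and ±100 for the full control effect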
#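 Giardia trophozoites, 100 cells per well, were exposed to compounds for 48 hrs at 37 deg C under anaerobic conditions; viability was then read as ATP content by bioluminescence after 15-30 min at room temperature.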
# PKM2 activator: increases activity of human pyruvate kinase M2. AID 1631. P14618. purified PKM2, Kinase-Glo ATP luminescence, activation; response scale: 0% is enzyme alone, no compound. 0.34% of 260,000 active. Potency, µM (series often up to 57.5 µM), inactives show at the highest dose activation, usual class: activators; note: potency is the fitted concentration of half-maximal effect; % is set by controls: 0 for no effect and ±100 for the full control effect; nearly all actives have a fitted effect of over 55% in size
#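 ATP formation by purified human PK-M2, quantified via coupled luciferase luminescence after 1 h at room temperature with 0.1 mM ADP and 0.5 mM PEP final.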
# B2AR arrestin: agonists driving beta-arrestin recruitment to human beta2-adrenergic receptor | 0.02% of 330,000 active | beta-arrestin recruitment to beta2AR, cell-based reporter | AID 492947 | Potency, µM (highest dose often 46.1 µM), without a hit: at the top dose activation, hits mostly activators | P07550;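 note: potency is the fitted concentration of half-maximal effect; 0% = DMSO controls and full agonism = EC100 isoproterenol or metaproterenol; nearly all actives have a fitted effect of over 65% in size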
# KCNH2 3.1 block: blocks the human KCNH2 3.1 channel isoform. U2OS KCNH2 3.1, thallium flux FluxOr; active compounds read low. activity change, % (tested at about 1.8 µM). 0.95% of 340,000 active;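 active = maximum activity change below -70%; inconclusive = maximum activity change from -70% to -50%; inactive = maximum activity change above -50%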;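 note: thallium influx rate constant from kinetic fluorescence after stimulation buffer; % is set by controls: 0 for no effect and ±100 for the full control effect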
#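 Virally transduced U2OS (3.1 isoform, 4 h infection in dark at RT) → overnight 37 C → FluxOr + Red40 in HBSS/HEPES, 45 min → stimulation buffer, 2 min kinetic read → rate constant vs DMSO controls.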
# * marks the source's active call; other numbers are inactive results; i = inactive; ? = inconclusive; . = not tested or not shown; [ ] = dose if it differs, or a comment. Unless noted, calls come from the whole dose curve; as a rule, active = well fitted curve in the direction sought with a large enough effect; inconclusive = small, poorly fitted or top-dose-only effect, or another doubt; inactive = no such curve, though single readings can be large; an effect the other way counts as inactive or inconclusive. A portion of the library. The share of hits here may be higher or lower than overall.
SMILES,CXXC DNA block,USP2a inh,Menin-MLL TR inh,KCNH2 WT inh,GALK inh,FBPA coupling cs,TRPV1 agonist,Giardia killer,PKM2 activator,B2AR arrestin,KCNH2 3.1 block
CCOC(=O)c1c(CSc2ccc(C)cc2)n(C)c2cc(Br)c(O)c(CN(C)C)c12,-1%,0%,?,5,1%,-1,6,9,1%,0.1%,-6
Cc1ccn2cc(C34CC5CC(CC(C5)C3)C4)nc2c1,8%,-2%,-18%,12,1%,-3,29,-11,-2%,0.0%,-1
Cc1cc2nn(-c3cccc4ccccc34)nc2cc1N,-6%,-1%,?,30,-3%,-11,0,2,0%,4.8%,19
Cc1cc(C)cc(NC2=NCC(=O)N2Cc2ccccc2)c1,-1%,0%,1%,-1,-2%,-1,2,-5,-1%,-0.2%,3
CCOC(=O)c1ccc(NC(=O)CC2COc3ccccc3O2)cc1 (stereo not given),1%,1%,31%[activator],3,0%,3,4,1,-3%,-0.2%,-8
O=C(O)CC(NC(=O)C12CC3CC(CC(C3)C1)C2)c1cccc(Cl)c1 (stereo not given),6%,1%,0%,-7,.,7,3,2,.,0.5%,0
Cc1cc(-c2ccccc2)n2ncnc2n1,-1%,-11%,.,-3,-2%,1,-1,-7,1%,4.5%,22
O=C(Nc1ccc(-c2cnco2)cc1)c1ccccc1,-10%,0%,.,7,.,3,?,-6,?,-1.1%,9
Cn1c2ccccc2c2cc(/C=N/NC(=O)c3ccc(O)cc3O)ccc21,?,-15%,?,5,5%,-8,13,-8,-1%,0.4%,-14
COC(=O)C1=C(C(=O)c2ccccc2)C(c2ccccc2)n2nnnc2N1 (stereo not given),0%,-1%,-2%,i,-2%,5,2,-21,-3%,-0.2%,-9

# Among those listed so far, two have a halogen:
SMILES,CXXC DNA block,USP2a inh,Menin-MLL TR inh,KCNH2 WT inh,GALK inh,FBPA coupling cs,TRPV1 agonist,Giardia killer,PKM2 activator,B2AR arrestin,KCNH2 3.1 block
CCOC(=O)c1c(CSc2ccc(C)cc2)n(C)c2cc(Br)c(O)c(CN(C)C)c12,-1%,0%,?,5,1%,-1,6,9,1%,0.1%,-6
O=C(O)CC(NC(=O)C12CC3CC(CC(C3)C1)C2)c1cccc(Cl)c1 (stereo not given),6%,1%,0%,-7,.,7,3,2,.,0.5%,0

# Other compounds:
SMILES,CXXC DNA block,USP2a inh,Menin-MLL TR inh,KCNH2 WT inh,GALK inh,FBPA coupling cs,TRPV1 agonist,Giardia killer,PKM2 activator,B2AR arrestin,KCNH2 3.1 block
O=C(CN1CCOCC1)NCc1cc([N+](=O)[O-])ccc1O,-5%,0%,5%,-1,4%,0,-1,-18,-1%,-0.7%,3
CCCCn1c(N)c(N(CC(C)C)C(=O)C2CC(=O)N(c3ccc(CC)cc3)C2)c(=O)[nH]c1=O (stereo not given),.,-1%,.,2,.,.,-2,6,.,-0.3%,-12
O=C(CCC(=O)N1CCOCC1)Nc1nnc(C2CCCCC2)s1,2%,-1%,4%,1,3%,4,-4,6,-2%,-0.3%,-12
CN1C(=O)C(CC(=O)NC2CCCCC2)SC1=Nc1ccccc1 (stereo not given),1%,5%,-13%,.,2%,-3,-6,7,-22%,-0.3%,-13
N#Cc1cccc(NC(=O)CN2C(=O)NC3(CCCCCC3)C2=O)c1,.,2%,.,5,.,.,10,7,.,-0.1%,-6
O=C1CN(S(=O)(=O)c2cc(Cl)ccc2Cl)CCN1,5%,-2%,-1%,-23,0%,-3,1,-8,-46%,-0.1%,3
CCN(CC)C(=O)C1CCC(CNS(=O)(=O)c2cccc3cccnc23)CC1 (stereo not given),7%,3%,-6%,3,0%,3,-2,-1,27%,-0.5%,11
CCCN1CCN(CCCNC(=O)CN2C(=O)c3cccnc3Oc3ccc(Cl)cc32)CC1,12%,0%,.,5,6%,.,1,46[activator],.,1.0%,-19
COCCNC(=O)CN1C(=O)NC2(CCCCCC2)C1=O,-1%,3%,18%,-10,0%,1,-1,1,-1%,0.2%,7
O=C(CCn1c(=O)sc2ccccc21)Nc1cccnc1,-7%,0%,-2%,-11,0%,-2,14,-17,8%,5.8%,1
O=C(Nc1ccc2c(c1)nc1n2CCN(C2CCCCC2)C1)c1ccco1,-1%,-3%,.,-1,-1%,-19,1,-15,-1%,-0.3%,-6
Cc1ccc(-n2c(SCC(=O)NCC3CCCO3)nc3ccccc3c2=O)cc1C (stereo not given),.,-1%,.,-1,.,.,22,6,.,-0.9%,17
CCCCn1c(O)c(C=NCCCN(C)C)c(=O)[nH]c1=O,3%,6%,-14%,4,3%,1,-5,14,-11%,0.1%,0
CCCn1c(C(C)NC(=O)c2ccccc2)nc2ccccc21 (stereo not given),0%,-1%,-6%,0,-3%,-4,6,4,2%,0.1%,0
O=C(COc1cccc2cccnc12)NNC(=S)Nc1ccccc1,-12%,-1%,1%,.,1%,-3,0,.,2%,0.3%,.
Cc1nc(SCC(=O)O)c2oc3ccccc3c2n1,-8%,0%,?,-7,4%,14,-3,-6,10%,0.1%,10
CC(=O)Nc1ccc(-n2nnnc2SCC(=O)NCc2cccs2)cc1,-7%,1%,6%,0,-1%,-2,1,3,0%,0.2%,8
CCN(CC(=O)Nc1ccc(C)c(S(=O)(=O)N(C)C)c1)Cc1ccccc1,-1%,-1%,?,6,-2%,-2,17,11,.,0.1%,2
Cc1ccc(-n2ncc3c(=O)n(-c4ccc(C)c(C)c4)c(C)nc32)cc1,4%,1%,-9%,-10,0%,0,25,1,-4%,0.0%,6
COc1ccc(CN2CCC(C(=O)c3cccc(Cl)c3)CC2)cc1,13%,-1%,?,?,0%,-2,1,-9,0%,0.2%,-108*

# One compound at a time, from the list above. Values in the order: CXXC DNA block	USP2a inh	Menin-MLL TR inh	KCNH2 WT inh	GALK inh	FBPA coupling cs	TRPV1 agonist	Giardia killer	PKM2 activator	B2AR arrestin	KCNH2 3.1 block
# CCN(CC(=O)Nc1ccc(C)c(S(=O)(=O)N(C)C)c1)Cc1ccccc1 across the screens: -1%	-1%	?	6	-2%	-2	17	11	.	0.1%	2
# Cc1ccc(-n2c(SCC(=O)NCC3CCCO3)nc3ccccc3c2=O)cc1C (stereo not given) across the screens: .	-1%	.	-1	.	.	22	6	.	-0.9%	17
# O=C(Nc1ccc2c(c1)nc1n2CCN(C2CCCCC2)C1)c1ccco1 across the screens: -1%	-3%	.	-1	-1%	-19	1	-15	-1%	-0.3%	-6

# The results go on:
SMILES,CXXC DNA block,USP2a inh,Menin-MLL TR inh,KCNH2 WT inh,GALK inh,FBPA coupling cs,TRPV1 agonist,Giardia killer,PKM2 activator,B2AR arrestin,KCNH2 3.1 block
Cc1ccc(-c2nnc(CSc3nnc(COc4cccc5ccccc45)n3-c3ccccc3)o2)cc1,-7%,4%,?,-15,0%,-4,-1,7,-1%,-0.2%,-15
CN(C)S(=O)(=O)c1cccc(NC(=O)CSc2ncnc3ccccc23)c1,8%,2%,.,-6,6%,2,1,50[activator],2%,0.1%,0
CCN(CC(=O)Nc1ccc(NC(C)=O)cc1)C(=O)c1cccc(S(=O)(=O)N2CCc3ccccc3C2)c1,.,1%,.,-3,.,.,13,0,.,0.0%,5
Nc1sccc1C(=O)c1ccccc1,1%,-1%,-24%,14,2%,-4,1,-13,-2%,0.2%,-2
CCCCSc1nc(N)c(C#N)c(-c2cccs2)c1C#N,1%,1%,?,9,-1%,3,12,?,-21%,0.5%,-4
CCN(CCC#N)c1ccc(/C=N/Nc2nc(C)cc(=O)[nH]2)c(C)c1,?,-1%,-14%,3,1%,-3,-1,10,-22%,-0.2%,-8
O=c1c2oc3ccccc3c2ncn1Cc1ccccc1F,14%,2%,-24%,-15,-2%,1,23,-2,9%,0.4%,4
Cc1cccc(NC(=O)/C=C/c2ccc([N+](=O)[O-])s2)c1,3%,4%,15%,22,1%,-4,3,1,-2%,?,-5
COc1cccc(C(=O)N=c2sc3cc(S(C)(=O)=O)ccc3n2C)c1,4%,3%,5%,-8,1%,-1,5,30[activator],-1%,0.0%,4
Cc1cc(C)n(C(=O)CCNC(=O)c2ccccc2Br)n1,-6%,0%,11%,7,-1%,3,-2,-17,0%,0.1%,7
COc1cc([C@H]2[C@@H]3CCCC[C@]3(O)CCN2CC(=O)Nc2ccc(C)cc2C)ccc1O,?,1%,-19%,-3,-2%,-3,3,11,-2%,-0.9%,-5
COc1ccc(C2c3[nH]c4ccccc4c3CCN2Cc2cccn2-c2ncccn2)cc1C (stereo not given),61%[activator],8%,14%,?,2%,-1,7,56[activator],0%,0.1%,-79*
Cc1nnsc1-c1c(C(=O)Oc2ccccc2)c(C)nn1-c1ccccc1,-19%,2%,.,13,1%,-1,7,-20,-1%,0.4%,-38

# Screening data (PubChem)
